TNF death inh – inhibitors of TNF-alpha triggered necroptosis, primary screen, cell-based, Jurkat FADD-/-, single concentration; activation (protection from cell death), % at 10 µM; Jurkat FADD-/- TNF necroptosis rescue, ATP luminescence, 24 h; 0 = TNF only, 100 = no-TNF cells; hit rate 0.068% among 220,000;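 active = activation, meaning protection from cell death, of at least 50% relative to plate controls; inactive = activation below 50%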;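 note: necroptosis triggered by 40 ng/mL TNF-alpha added together with compound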
KCC2 mod – KCC2 cotransporter modulators, thallium flux, primary screen, cell-based, HEK293 KCC2, FluoZin-2 fluorescence, MLSMR; hit rate 2.2% among 190,000; KCC2 cells, thallium flux FluoZin-2 fluorescence; Solute carrier family 12 member 5 (Homo sapiens), Q9H2X9; B-score of Tl+ flux slope (higher = more flux/activation; lower = inhibition) at 10 µM;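 active = thallium flux slope and its plate-corrected score both differing from the plate sample mean at a set confidence after two filtering rounds, in either direction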;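 note: slope of fluorescence scaled to starting intensity during 10 to 20 s after thallium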
KLK5 inh – human KLK5 protease inhibitors, primary screen, biochemical, 1536-well. hit rate 0.59% among 210,000. recombinant hK5, fluorogenic AMC substrate cleavage. inhibition, % at 5 µM;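 active = inhibition of 40% or more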;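 note: 0% = enzyme controls without compound and 100% = no-enzyme blanks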
Target sequence (Q9Y337 67-293 limits assumed): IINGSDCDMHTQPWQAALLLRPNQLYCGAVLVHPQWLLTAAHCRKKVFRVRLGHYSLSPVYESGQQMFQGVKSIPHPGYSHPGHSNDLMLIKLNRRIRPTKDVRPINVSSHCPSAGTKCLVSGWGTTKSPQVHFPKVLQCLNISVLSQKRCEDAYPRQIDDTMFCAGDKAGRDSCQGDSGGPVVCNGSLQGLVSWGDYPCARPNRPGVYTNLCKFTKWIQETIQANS
FXIa inh 1536 – human FXIa protease inhibitors, primary screen, biochemical, 1536-well | Coagulation factor XI (Homo sapiens), P03951 | purified FXIa, Boc-Glu-Ala-Arg-AMC fluorogenic substrate | inhibition, % at 5 µM | hit rate 0.14% among 220,000 | AID 798, 2007;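 active = inhibition of at least 40%; inactive = inhibition below 40%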;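 note: fluorescence of freed AMC excited at 355 nm; 0% = enzyme without compound and 100% = no enzyme blank; many of its hits are not listed in these tables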
thrombin 1536 – human alpha-thrombin inhibitors, primary screen, counter-screen for coagulation protease inhibitor project, biochemical, 1536-well, fluorogenic AMC substrate; Prothrombin (Homo sapiens), P00734; Boc-VPR-AMC fluorogenic substrate cleavage; inhibition, % at 5 µM; hit rate 0.26% among 220,000; AID 1046, 2008;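 active = inhibition at or above 40%; inactive = inhibition below 40%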;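 note: 0% = enzyme with no compound and 100% = wells without enzyme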
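System – human alpha-thrombin · Medium – pH 7.5 Tris (50 mM) with NaCl 150 mM, Tween 20 0.05% · Compound – single-point dosing at 5 µM, 0.2% DMSO · Incubation – enzyme reaction carried out at room temperature · Technique – fluorescence of released AMC, ex 355 nm, em 460 nm · Read-out basis – % inhibition of thrombin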
Rad51 HR inh – human RAD51 strand exchange inhibitors, primary screen, biochemical, fluorescence. hRad51 DNA strand exchange, fluorescence dequenching. AID 1385, 2008. hit rate 0.085% among 200,000. inhibition, % at 10 µM. DNA repair protein RAD51 homolog 1 (Homo sapiens), Q06609;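 active = inhibition above 40% at the single screening dose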;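 note: 0% = DMSO control wells and 100% = blanks with heterologous ssDNA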
Target sequence (Q06609 whole entry, looked up): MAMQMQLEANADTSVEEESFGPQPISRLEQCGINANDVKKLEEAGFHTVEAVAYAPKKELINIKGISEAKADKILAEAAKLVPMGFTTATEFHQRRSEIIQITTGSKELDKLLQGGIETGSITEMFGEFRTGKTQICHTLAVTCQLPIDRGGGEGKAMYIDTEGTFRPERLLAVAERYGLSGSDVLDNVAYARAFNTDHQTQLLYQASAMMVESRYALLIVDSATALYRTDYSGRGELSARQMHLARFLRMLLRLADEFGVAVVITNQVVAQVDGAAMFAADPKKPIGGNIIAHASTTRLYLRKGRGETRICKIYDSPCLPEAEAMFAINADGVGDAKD
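material = hRad51 filaments on single-stranded DNA | timing = filaments 15 min 37 °C, then compound 30 min | signal = FRET fluorescence dequenching, excitation 485 nm, emission 520 nm | benchmarks = control wells and blank wells on each plate | evaluation = percent inhibition relative to plate controls and blanks | compound = 10 µM final, single point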
FXIIa inh – human FXIIa protease inhibitors, primary screen, biochemical, 1536-well | Coagulation factor XII (Homo sapiens), P00748 | purified FXIIa, Boc-QGR-AMC fluorogenic substrate, 2 h | inhibition, % at 5 µM | hit rate 0.3% among 220,000; in the data active = inhibition above about 40%;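 note: 0% = enzyme with no compound and 100% = blank without enzyme; many of its hits are not listed in these tables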
zVAD death inh – inhibitors of zVAD-triggered necroptosis, primary screen, L929 cells; L929 zVAD necroptosis rescue, ATP luminescence, 24 h; with zVAD 60 µM; viability rescue, % at 10 µM; hit rate 0.38% among 220,000; AID 1377, 2008;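 active = activation, scaled between plate controls, above about 75%, limit read from the data; inactive = activation under that limit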;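 note: 0% = zVAD with DMSO and 100% = DMSO alone without zVAD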
Hck Nef HTS – inhibitors of Nef-activated human Hck kinase, primary screen, biochemical, Z-Lyte FRET, 384-well, Hck-YEEI; Tyrosine-protein kinase HCK (Homo sapiens), P08631; Recombinant Hck-YEEI plus Nef, Z-Lyte FRET kinase assay; inhibition, % at 20 µM; hit rate 0.68% among 220,000; AID 463187, 2010;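 active = Hck-Nef kinase inhibition above about 50%, limit read from the data; inactive = inhibition below that limit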;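 note: 0% = DMSO with Hck plus Nef and 100% = Hck alone without Nef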
Target sequence (P08631 whole entry, looked up): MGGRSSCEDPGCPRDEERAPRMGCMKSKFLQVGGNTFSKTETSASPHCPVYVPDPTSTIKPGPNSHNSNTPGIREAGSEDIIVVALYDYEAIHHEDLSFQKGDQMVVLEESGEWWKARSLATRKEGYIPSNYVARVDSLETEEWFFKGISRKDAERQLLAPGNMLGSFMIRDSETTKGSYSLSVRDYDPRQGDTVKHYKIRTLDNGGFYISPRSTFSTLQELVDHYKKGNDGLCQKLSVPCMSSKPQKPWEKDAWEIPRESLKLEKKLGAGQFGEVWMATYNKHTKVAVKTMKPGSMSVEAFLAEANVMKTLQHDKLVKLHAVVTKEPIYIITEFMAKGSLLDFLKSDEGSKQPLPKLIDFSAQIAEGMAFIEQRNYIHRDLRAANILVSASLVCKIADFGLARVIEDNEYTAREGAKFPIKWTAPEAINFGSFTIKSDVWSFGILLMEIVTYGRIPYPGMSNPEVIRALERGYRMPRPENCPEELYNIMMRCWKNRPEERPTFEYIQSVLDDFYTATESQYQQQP
* hit, by the source's call; . = no result given.

SMILES	TNF death inh	KCC2 mod	KLK5 inh	FXIa inh 1536	thrombin 1536	Rad51 HR inh	FXIIa inh	zVAD death inh	Hck Nef HTS
CCCCNC(=O)NS(=O)(=O)c1ccc(C)cc1	0.6	-0.28	-5	8	.	3	15	-0.7	-5
COc1ccc2nc(NC(=O)C3CCN(S(=O)(=O)c4cnc[nH]4)CC3)sc2c1	4.1	0.54	5	2	-2	2	7	72	-1
COc1ccc(OC)c(C2/C(=C(\O)c3ccc(OC)c(Cl)c3)C(=O)C(=O)N2CCN(C)C)c1 (stereo not drawn)	-1.0	.	0	3	1	-3	8	1.0	8
COc1cccc(NC(=O)c2cc(CN3C(=O)c4ccccc4C3=O)ccc2OC)c1	0.7	0.5	-10	-8	-5	-2	-10	1.0	2
CCOCC(=O)Nc1ccc([N+](=O)[O-])cc1C	0.1	0.022	-11	11	1	7	2	2.3	13
O=C(Nc1cccc(O)c1)C(=O)Nc1ccccn1	-0.7	0.043	-18	4	-6	13	6	0.1	1
CCOc1ccc(/C=C(\C(=O)O)c2ccc(S(=O)(=O)N3CCOCC3)s2)cc1OC	1.6	0.47	-29	-3	-6	.	-2	1.2	-8
CC(C)C(=O)N(c1ccc2oc(=O)sc2c1)S(=O)(=O)c1cccs1	-0.7	.	-1	-14	-8	.	-4	1.4	0
NC(=O)CC(NC(=O)c1cccc(Br)c1)c1ccc(N2CCC(N3CCCC3)CC2)c([N+](=O)[O-])c1 (stereo not drawn)	-0.4	0.09	-2	-2	-3	1	7	-0.3	30
CCCCOC(=O)CSC1=C(C#N)C(c2ccccc2OCC)C(C#N)C(=O)N1 (stereo not drawn)	1.0	.	-6	20	3	14	14	2.2	0

Continued, overlapping the part above by 2 compounds.
SMILES	TNF death inh	KCC2 mod	KLK5 inh	FXIa inh 1536	thrombin 1536	Rad51 HR inh	FXIIa inh	zVAD death inh	Hck Nef HTS
NC(=O)CC(NC(=O)c1cccc(Br)c1)c1ccc(N2CCC(N3CCCC3)CC2)c([N+](=O)[O-])c1 (stereo not drawn)	-0.4	0.09	-2	-2	-3	1	7	-0.3	30
CCCCOC(=O)CSC1=C(C#N)C(c2ccccc2OCC)C(C#N)C(=O)N1 (stereo not drawn)	1.0	.	-6	20	3	14	14	2.2	0
COCCNC(=O)NC(=O)CSc1nc(C)c(C)c(C)n1	1.2	.	18	0	11	7	6	0.2	25
O=C(CC1COc2ccccc2O1)NC1CCCCC1 (stereo not drawn)	-0.4	1	-19	-4	-8	0	3	0.3	1
Cc1[nH]c2ccccc2c1/C=N/NC(=O)c1cccc(F)c1	0.2	-0.19	1	-3	-5	1	10	30	23
Cn1cc(/C=C(\C(=O)O)C(C(=O)O)=C2CCCCC2)c2ccccc21	-0.6	0.13	-11	-2	4	-82	4	0.6	6
COc1ccc(NC(=O)COC(=O)Cc2ccc(Br)cc2)cc1	0.1	-0.75	-1	-3	-3	4	.	1.5	-60
Cn1c(=O)[nH]c(=O)c2c1nc1n2CCCN1CCc1ccccc1	-8.9	.	-3	5	-5	-2	4	-0.1	2
Cc1cc(C)n2c(SCC(=O)Nc3ncc(C(F)(F)F)cc3Cl)nnc2n1	0.5	0.3	4	-1	-3	-3	-2	0.3	1
O=c1oc2ccc(Cl)cc2cc1-c1nnc(Nc2cccc(C(F)(F)F)c2)s1	0.7	-1.1	-12	1	-1	.	8	.	-3
CCOc1cccc(C(=O)Nc2cccc(C(=O)NC(C)(C)C)c2)c1	4.3	-0.28	-26	1	-9	.	1	8.0	3
CCOC(=O)Cn1nnnc1C(C(C)C)N(Cc1cc2c(C)cc(C)cc2[nH]c1=O)C1CCCC1 (stereo not drawn)	-1.5	-0.71	-5	-2	-8	-12	-2	0.0	25
FC(F)(F)c1nnc2c(Sc3ccccc3)nc3ccccc3n12	-12	0.041	5	6	1	-33	10	0.1	1
O=C(COC(=O)C1(c2ccccc2F)CCCC1)NC1CCS(=O)(=O)C1 (stereo not drawn)	-0.3	.	-6	0	-8	2	-1	1.1	0
O=C(NCCc1ccccc1)C(=S)N1CCCCC1	-0.1	0.27	-1	-1	-2	13	6	1.0	8
Cc1ccc2nc(SCc3ccc([N+](=O)[O-])cc3)nc(C)c2c1	-4.7	0.24	7	13	3	3	14	-0.3	1
COc1ccccc1OCC(=O)Nc1cc(S(=O)(=O)N2CCCCC2)ccc1N1CCCCC1	3.5	-1.4	-18	24	-5	8	25	-0.1	3
COC(=O)c1ccc(C23CC4(C2)[C@H](CN(Cc2ccc(C(F)(F)F)cc2)[C@@H]4c2ccccc2)C3c2ccc(Cl)nc2)cc1 (stereo partly drawn)	3.6	0.4	2	2	-1	-3	8	-0.2	18
COc1ccc(C(=O)C2CCN(C(=S)NCCc3ccccc3)CC2)cc1	1.6	-0.0016	-13	1	-1	3	7	0.6	-6
CCN1C(=O)N(CC)C2NC(=S)NC21 (stereo not drawn)	0.8	0.52	1	-1	3	6	5	1.2	2
O=C(NC1CCCC1)C(c1ccc(F)cc1)N(Cc1ccc(F)cc1)C(=O)CCl (stereo not drawn)	-7.1	-0.19	-25	-2	-4	0	5	2.4	0
CCOC(=O)C1CCN(S(=O)(=O)c2ccc(-c3cc(C(F)(F)F)n(C)n3)s2)CC1	0.5	-0.57	-4	-2	-8	0	3	0.9	9

Brought forward from above: three entries, then new ones.
SMILES	TNF death inh	KCC2 mod	KLK5 inh	FXIa inh 1536	thrombin 1536	Rad51 HR inh	FXIIa inh	zVAD death inh	Hck Nef HTS
CCN1C(=O)N(CC)C2NC(=S)NC21 (stereo not drawn)	0.8	0.52	1	-1	3	6	5	1.2	2
O=C(NC1CCCC1)C(c1ccc(F)cc1)N(Cc1ccc(F)cc1)C(=O)CCl (stereo not drawn)	-7.1	-0.19	-25	-2	-4	0	5	2.4	0
CCOC(=O)C1CCN(S(=O)(=O)c2ccc(-c3cc(C(F)(F)F)n(C)n3)s2)CC1	0.5	-0.57	-4	-2	-8	0	3	0.9	9
Cc1ccc(OC(=S)Nc2ccc(O)cc2)cc1	-8.5	0.29	27	3	30	-10	16	-1.1	9
CC1(C)CC2CC(C)(CN2S(=O)(=O)c2ccc(C(=O)Nc3cccc(S(=O)(=O)N4CCOCC4)c3)cc2)C1 (stereo not drawn)	-2.9	-0.8	-21	-2	-19	9	-1	4.9	2
CCN(c1ccccc1)S(=O)(=O)c1ccc(Cl)c(C(=O)OCC(=O)NC(=O)C(C)C)c1	0.5	-0.29	-6	-2	-19	-20	10	0.5	27
NC(=O)CSc1nc2sc(-c3ccccc3)cc2c(=O)n1N	-7.3	0.015	-26	3	4	.	12	0.1	1
COc1cccc(CC2(CO)CCCN(Cc3ccccc3-c3ccco3)C2)c1 (stereo not drawn)	1.8	-0.55	.	2	0	.	6	-0.3	-4
Cc1ccc(N2C(=O)N(CC(=O)N3CCOCC3)C(=O)C2C)cc1 (stereo not drawn)	-0.4	-0.094	6	1	-1	1	12	-1.0	19
O=C1C2C3CCC(C3)C2C(=O)N1CNc1ccc(F)cc1 (stereo not drawn)	-2.2	0.87	-7	5	-5	2	15	-0.4	-23
CC(=O)c1ccc(N2CCN(C(=O)c3n[nH]c4ccccc34)CC2)cc1	-0.6	-0.37	2	3	-5	9	6	0.6	20
CN1CCN(S(=O)(=O)c2cc([N+](=O)[O-])ccc2Cl)CC1	0.6	1	-7	3	3	-5	13	-2.1	2
O=C(O)CCCNS(=O)(=O)c1ccc(Br)s1	0.2	0.25	-8	0	1	-4	1	3.9	2
CCOc1ccc2nc(NCCCNS(=O)(=O)c3ccc(C)cc3)c(C#N)cc2c1	1.4	0.52	33	17	27	-7	19	-0.5	-8
CC(=O)Nc1cccc(-c2csc(Nc3ncccn3)n2)c1	6.1	0.61	3	4	-7	9	11	80*	19
CC1CCC(NC(=O)C2CCN(S(=O)(=O)c3ccc4nc5c(c(C(=O)O)c4c3)CC(C)CC5)CC2)CC1 (stereo not drawn)	1.0	1.8	-7	0	1	-1	5	0.4	0
Cc1ccc(Cl)cc1N1CCN(Cc2cc3c(cc2O)CCC3)CC1	0.7	0.15	-3	-10	-8	-3	-7	0.0	10
CCN(CC)c1nc(-c2cccc(OC)c2O)nc2ccccc12	-2.8	-0.13	-5	-2	6	7	4	0.4	0
O=C(OCN1C(=O)c2ccccc2C1=O)c1ccc2c(=O)n3c(nc2c1)CCC3	-0.8	0.051	.	.	.	.	.	-0.1	1
CN(C(=O)COC(=O)C(Cc1ccccc1)NC(=O)c1ccccc1)c1ccccc1 (stereo not drawn)	1.1	-0.42	4	0	-3	3	0	1.0	1
C=CCN1CC(O)=C(c2nc3ccccc3[nH]2)C1=N	0.7	0.82	-10	-4	3	-3	5	0.1	46
Nc1nc2ccccc2nc1N	2.6	0.85	-3	-7	2	3	10	1.4	-1
CCN1CCN(C(C(=O)NC2CCCC2)c2cc3c(cc2[N+](=O)[O-])OCO3)CC1 (stereo not drawn)	2.2	.	-2	0	-3	0	4	-0.7	20

Exported as labelled records: part of the list above.
> O=C(OCN1C(=O)c2ccccc2C1=O)c1ccc2c(=O)n3c(nc2c1)CCC3
  TNF death inh: -0.8
  KCC2 mod: 0.051
  KLK5 inh: .
  FXIa inh 1536: .
  thrombin 1536: .
  Rad51 HR inh: .
  FXIIa inh: .
  zVAD death inh: -0.1
  Hck Nef HTS: 1
> CN(C(=O)COC(=O)C(Cc1ccccc1)NC(=O)c1ccccc1)c1ccccc1 (stereo not drawn)
  TNF death inh: 1.1
  KCC2 mod: -0.42
  KLK5 inh: 4
  FXIa inh 1536: 0
  thrombin 1536: -3
  Rad51 HR inh: 3
  FXIIa inh: 0
  zVAD death inh: 1.0
  Hck Nef HTS: 1

(listing goes on)
SMILES	TNF death inh	KCC2 mod	KLK5 inh	FXIa inh 1536	thrombin 1536	Rad51 HR inh	FXIIa inh	zVAD death inh	Hck Nef HTS
CC1CCCN(CCOCCOc2ccc(Cl)cc2Br)C1 (stereo not drawn)	-5.4	0.13	5	-33	7	-2	14	-0.2	1
CC1=NN(c2ccc([N+](=O)[O-])cc2)C(=O)/C1=C\N(C)C	-11	0.011	-6	11	-2	24	4	-1.0	1
CC(=NCc1ccccc1)C1=C(O)COC1=O	2.9	-0.031	-12	-1	-10	1	10	0.9	-1
Cc1ccc(-n2c(CSc3nc(C)cc(C)n3)nnc2SCC(=O)Nc2nccs2)cc1	0.5	-0.073	-3	-2	-5	24	6	0.1	20
O=C(Cc1cccs1)NNC(=S)NCc1ccco1	-0.1	.	.	-3	-2	.	6	0.7	-20

Screening results deposited in PubChem by several laboratories.

This is a subset (hit frequency here may not be typical).
